# Screening results from PubChem BioAssay.
# PriA SSB inh: K. pneumoniae PriA-SSBct interaction inhibition; inhibition, % at 33 µM; AlphaScreen SSBct-PriA binding, biotinylated peptide; 0.6% of 430,000 active; in the data active means inhibition mostly above about 37%, no sharp cut-off; inactive means mostly below about 20%;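 further: plate controls were negative control peptide for no effect and reference peptide for full effect; strong numbers were not always called active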
# CCHFV vOTU inh: CCHFV vOTU protease inhibition. Pep-AMC fluorescence. inhibition, % at 11.5 µM. 0.55% of 370,000 active; in the data active means inhibition above about 30%; further: 0% = vehicle wells with enzyme and 100% = no enzyme wells
# Anthrax LF prot: anthrax lethal factor protease inhibition | multiplex microsphere protease cleavage assay, LF | 0.12% of 360,000 active | AID 588501 | P15917 | inhibition, % at 10 µM; further: plate controls were buffer without enzyme for full effect and enzyme alone for no effect
# BoNT-A LC inh2: inhibitors of Botulinum neurotoxin A light chain protease. multiplex microsphere protease substrate cleavage, flow cytometry. 0.17% of 360,000 active. inhibition, % at 10 µM; further: plate controls were buffer without enzyme for full effect and enzyme alone for no effect
# PfHsp40 rescue: rescue of PfHsp40-mediated yeast toxicity. S. cerevisiae expressing PfHsp40, growth rescue, ATP luminescence. growth rescue, % at 12.5 µM. 0.68% of 340,000 active; in the data active means growth rescue above about 28%, passing the limit was not always enough; inconclusive means no clear call, values can overlap the other calls;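 further: yeast W303a lacking pdr1 and pdr3 grown in galactose medium; growth measured after three days at 30 °C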
# TcdB GH inh: inhibitors of Clostridioides difficile toxin B glycohydrolase; P18177; TcdB glycohydrolase enzymatic assay, plate reader; inhibition, % at 9.99 µM; 0.24% of 350,000 active; AID 652162; in the data active means inhibition above about 10%
# Target sequence (P18177 whole entry, looked up): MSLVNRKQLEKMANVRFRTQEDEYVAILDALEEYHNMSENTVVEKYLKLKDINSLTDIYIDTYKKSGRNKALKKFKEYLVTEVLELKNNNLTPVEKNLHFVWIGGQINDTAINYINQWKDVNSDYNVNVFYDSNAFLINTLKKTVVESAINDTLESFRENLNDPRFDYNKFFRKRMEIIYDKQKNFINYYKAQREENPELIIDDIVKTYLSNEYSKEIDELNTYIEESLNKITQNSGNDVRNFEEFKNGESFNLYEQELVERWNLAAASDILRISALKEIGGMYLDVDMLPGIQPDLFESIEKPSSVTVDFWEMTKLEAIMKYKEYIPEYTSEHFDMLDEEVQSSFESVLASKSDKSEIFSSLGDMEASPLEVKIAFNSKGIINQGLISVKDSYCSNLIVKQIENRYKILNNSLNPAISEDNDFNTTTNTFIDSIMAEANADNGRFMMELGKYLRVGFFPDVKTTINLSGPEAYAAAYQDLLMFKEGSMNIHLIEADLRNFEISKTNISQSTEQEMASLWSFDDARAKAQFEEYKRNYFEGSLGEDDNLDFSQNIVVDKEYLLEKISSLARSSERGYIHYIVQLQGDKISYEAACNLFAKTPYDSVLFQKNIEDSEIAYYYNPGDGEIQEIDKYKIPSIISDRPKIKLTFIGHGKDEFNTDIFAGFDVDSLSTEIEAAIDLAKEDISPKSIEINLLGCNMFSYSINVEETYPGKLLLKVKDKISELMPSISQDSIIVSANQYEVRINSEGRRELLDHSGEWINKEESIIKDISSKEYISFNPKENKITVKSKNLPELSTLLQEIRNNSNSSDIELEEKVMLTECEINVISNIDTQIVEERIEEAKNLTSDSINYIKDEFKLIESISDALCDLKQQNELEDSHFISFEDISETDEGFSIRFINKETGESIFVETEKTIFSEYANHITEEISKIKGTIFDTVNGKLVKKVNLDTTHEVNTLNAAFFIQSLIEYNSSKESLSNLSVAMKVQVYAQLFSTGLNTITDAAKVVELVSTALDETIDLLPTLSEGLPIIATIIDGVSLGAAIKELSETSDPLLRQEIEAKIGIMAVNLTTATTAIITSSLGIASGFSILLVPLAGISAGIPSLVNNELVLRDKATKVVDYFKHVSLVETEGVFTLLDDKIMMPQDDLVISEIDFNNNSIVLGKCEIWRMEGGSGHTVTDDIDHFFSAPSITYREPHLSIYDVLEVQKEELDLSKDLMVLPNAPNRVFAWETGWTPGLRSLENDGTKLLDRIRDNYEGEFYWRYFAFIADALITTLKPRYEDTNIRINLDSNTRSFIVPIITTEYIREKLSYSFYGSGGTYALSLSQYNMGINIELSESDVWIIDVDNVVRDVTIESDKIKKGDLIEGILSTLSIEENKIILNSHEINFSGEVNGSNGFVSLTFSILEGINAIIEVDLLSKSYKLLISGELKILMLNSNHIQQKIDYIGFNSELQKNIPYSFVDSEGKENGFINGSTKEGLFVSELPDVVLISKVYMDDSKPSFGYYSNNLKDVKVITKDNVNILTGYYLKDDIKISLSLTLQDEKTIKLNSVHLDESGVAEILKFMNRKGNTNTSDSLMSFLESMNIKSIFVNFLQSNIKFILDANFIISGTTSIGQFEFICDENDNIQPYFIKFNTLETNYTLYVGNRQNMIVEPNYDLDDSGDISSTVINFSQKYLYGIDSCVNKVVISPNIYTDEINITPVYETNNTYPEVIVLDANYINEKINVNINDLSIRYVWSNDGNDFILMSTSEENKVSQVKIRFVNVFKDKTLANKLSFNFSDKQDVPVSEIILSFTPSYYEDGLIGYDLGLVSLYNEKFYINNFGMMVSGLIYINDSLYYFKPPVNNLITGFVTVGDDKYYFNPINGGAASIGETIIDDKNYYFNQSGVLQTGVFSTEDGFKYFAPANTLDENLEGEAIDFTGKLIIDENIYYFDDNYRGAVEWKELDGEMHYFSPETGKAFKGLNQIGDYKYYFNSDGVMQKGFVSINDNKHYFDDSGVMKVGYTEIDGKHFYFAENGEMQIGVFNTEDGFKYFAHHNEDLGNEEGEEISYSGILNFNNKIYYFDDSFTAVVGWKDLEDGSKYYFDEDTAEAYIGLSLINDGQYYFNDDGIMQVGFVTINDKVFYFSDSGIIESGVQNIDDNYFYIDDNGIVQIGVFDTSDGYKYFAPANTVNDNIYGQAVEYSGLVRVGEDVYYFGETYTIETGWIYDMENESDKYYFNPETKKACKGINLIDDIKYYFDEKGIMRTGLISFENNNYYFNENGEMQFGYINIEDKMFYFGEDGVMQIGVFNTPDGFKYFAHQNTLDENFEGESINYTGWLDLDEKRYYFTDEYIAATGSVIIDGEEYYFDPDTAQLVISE
# VHR inh abs: blocks human VHR1 dual specificity phosphatase. AID 1654. P51452. recombinant VHR phosphatase, pNPP absorbance. inhibition, % at 13.3 µM. 0.52% of 290,000 active; in the data active means inhibition above about 50%; further: some compounds called inactive have numbers as strong as hits
# 3CLpro inhibitor: SARS-CoV 3CLpro protease inhibition | inhibition, % at 6 µM | 0.14% of 290,000 active | AID 1706 | P0C6X7 | recombinant SARS-CoV 3CLpro, quenched FRET peptide cleavage; in the data active means inhibition above about 12%
# Yp Topo-I inh: inhibitors of Yersinia pestis topoisomerase I. Y. pestis Topo-I cleavage product accumulation, plate reader. activity, % at 10 µM. 0.064% of 360,000 active. AID 504884; in the data active means activity above about 50%, passing the limit was not always enough; inconclusive means no clear call, values can overlap the other calls; further: inactives centre near 2
# Vc quorum ag: induces V. cholerae light production without autoinducers. V. cholerae BH1578 lux reporter, luminescence, 6 h. activation, % at 18.7 µM. 0.16% of 350,000 active. AID 588436; in the data active means activation mostly above about 9.7%, no sharp cut-off; inconclusive means no clear call, values can overlap the other calls; inactive means mostly below about 3.7%; further: not every result past the cut was called active; inactives centre near 0; reference of the scale not given here
# The depositor's hits bear a star; i = inactive; ? = inconclusive; · = not tested or not shown; & = joins results of further samples. Unless noted, no stated cut-off is given here; in the data, active means inhibition above about 30%; inconclusive means no clear call, values can overlap the other calls; inactive means below that. The list is partial; count on the stated rates, not on these rows.
# Labels used below: A = PriA SSB inh; B = CCHFV vOTU inh; C = Anthrax LF prot; D = BoNT-A LC inh2; E = PfHsp40 rescue; F = TcdB GH inh; G = VHR inh abs; H = 3CLpro inhibitor; I = Yp Topo-I inh; J = Vc quorum ag
CNc1nc(-c2ccccc2)cc(C)c1S(C)(=O)=O
  A = -52.3	B = -238.8	C = 4.7	D = -0.1	E = -0.2	F = 2.4	G = 17.6	H = 2.6	I = -4.8	J = i
CC(C)(C)c1ccc(C(=O)NCc2nnc(SCC(=O)N3CCCC3)o2)cc1
  A = ·	B = 12.6	C = 9.6	D = 0.0	E = ·	F = -1.2	G = ·	H = ·	I = -4.0	J = -0.7
COc1ccc(C(=O)Nc2ccc(NC(C)=O)cc2)cc1S(=O)(=O)N(C)Cc1ccccc1
  A = -9.3	B = 7.2	C = 1.7	D = 1.5	E = 2.1	F = 1.1	G = ·	H = ·	I = 14.1	J = -2.7
COc1ccc(C(=O)Nc2cccc3c2C(=O)NC3=O)cc1S(=O)(=O)N1CCOCC1
  A = -12.4	B = -3.6	C = 7.9	D = 3.6	E = -1.0	F = ·	G = 10.6	H = -8.5	I = -3.3	J = -0.6
COc1cc(OC)cc(C(=O)N[C@H](C(=O)OCC(N)=O)C(C)C)c1
  A = -10.0	B = -14.2	C = -0.1	D = 0.1	E = -1.9	F = 0.0	G = -2.9	H = -0.6	I = -1.5	J = -0.3
CCN(CC)CCOC(=O)c1ccc(NC(=O)C2(c3ccccc3)CCCC2)cc1
  A = -18.0	B = 8.4	C = -2.2	D = 2.0	E = 1.5	F = ·	G = 54.4*	H = -5.7	I = -4.8	J = i
CCCN(C(=O)c1ccc(OCC(C)C)cc1)c1c(N)n(Cc2ccccc2)c(=O)[nH]c1=O
  A = -5.8	B = 9.5	C = -4.1	D = ?	E = ·	F = -3.5	G = ·	H = ·	I = 2.6	J = -0.7
COC(=O)CCCC1=CC2=CC(=O)C(C)(OC(=O)c3cccs3)C(=O)C2=CN1c1ccc(OC)cc1 (stereo not drawn)
  A = -6.1	B = 16.7	C = -7.1	D = 0.4	E = -1.2	F = -0.2	G = -7.9	H = ·	I = 13.3	J = -2.2
CCn1cc(C(=O)OCc2ccc(F)cc2)c(=O)c2ccc(C)nc21
  A = -5.2	B = -7.3	C = -0.5	D = -1.1	E = 0.3	F = ·	G = -23.9	H = -0.4	I = -11.6	J = i
CC(=O)c1ccc(NC(=O)c2ccc3nc(-c4ccco4)c(-c4ccco4)nc3c2)cc1
  A = -11.6	B = ·	C = 5.3	D = 14.4	E = 0.3	F = ·	G = 110.9	H = -1.2	I = -1.0	J = i
COCCNC(=O)Cn1nc(-c2ccccc2OC)ccc1=O
  A = -11.5	B = -14.3	C = -3.1	D = 1.5	E = -0.2	F = ·	G = 8.4	H = 0.8	I = -6.7	J = -0.7
COc1ccc(N2CCN(C3CCCN(C(=O)C4=C(C)OCCO4)C3)CC2)cc1 (stereo not drawn)
  A = -3.4	B = 14.6	C = -4.3	D = 2.0	E = 0.0	F = 1.3	G = 12.9	H = 2.6	I = -7.8	J = -0.4
O=C(NCc1ccccc1)C(c1c(F)cccc1Cl)N(C(=O)c1csnn1)C1CC1 (stereo not drawn)
  A = -0.2	B = 11.8	C = -2.5	D = -1.1	E = 0.2	F = 1.5	G = 39.0	H = 2.6	I = 4.9	J = -0.3
CC(C)CNC(=S)NNC(=O)c1nn(C)cc1Cl
  A = -27.8	B = -14.3	C = 5.6	D = -0.5	E = -0.9	F = ·	G = 26.4	H = -1.9	I = 5.0	J = i
O=C(C1COc2ccccc2O1)N1CCOCC1 (stereo not drawn)
  A = -8.9	B = 7.0	C = 0.1	D = -0.3	E = -1.4	F = ·	G = 12.8	H = 4.1	I = 3.6	J = -0.3
OC(c1cc(C(F)(F)F)nc2c(C(F)(F)F)cccc12)C1CCCCN1 (stereo not drawn)
  A = -4.9	B = 8.7	C = -4.3	D = 1.0	E = -0.4	F = 1.4	G = ·	H = ·	I = 4.5	J = i
Cc1ccc(S(=O)(=O)CCC(=O)Nc2nccs2)cc1
  A = -8.2	B = -3.3	C = -2.9	D = -0.1	E = -0.7	F = ·	G = 17.5	H = -4.3	I = -1.8	J = -12.5
CC(C)NC(=O)NC(=O)CSc1ccc(S(=O)(=O)N2CCOCC2)cn1
  A = -1.6	B = 3.6	C = 7.2	D = 0.3	E = 0.5	F = 1.2	G = ·	H = ·	I = 25.7	J = i
O=S(=O)(c1ccccc1)C1CC1(c1ccccc1)c1ccccc1 (stereo not drawn)
  A = 1.0	B = 9.7	C = -0.3	D = 0.2	E = 1.0	F = 2.1	G = ·	H = ·	I = 28.6	J = i
Cc1sc2ncn(CC(=O)Nc3cccc(S(N)(=O)=O)c3)c(=O)c2c1-c1ccccc1
  A = 1.7	B = 1.1	C = -2.8	D = 0.1	E = 1.5	F = 0.8	G = -2.5	H = 2.8	I = -1.7	J = -0.8

# Single entries from the list.
# Under PfHsp40 rescue, `COc1ccc(N2CCN(C3CCCN(C(=O)C4=C(C)OCCO4)C3)CC2)cc1` (stereo not drawn) has 0.0
# Under PfHsp40 rescue, `O=S(=O)(c1ccccc1)C1CC1(c1ccccc1)c1ccccc1` (stereo not drawn) has 1.0
# Under PriA SSB inh, `CC(C)CNC(=S)NNC(=O)c1nn(C)cc1Cl` has -27.8
# Under TcdB GH inh, `CC(C)NC(=O)NC(=O)CSc1ccc(S(=O)(=O)N2CCOCC2)cn1` has 1.2

# Going on with the list.
# Labels used below: A = PriA SSB inh; B = CCHFV vOTU inh; C = Anthrax LF prot; D = BoNT-A LC inh2; E = PfHsp40 rescue; F = TcdB GH inh; G = VHR inh abs; H = 3CLpro inhibitor; I = Yp Topo-I inh; J = Vc quorum ag
CC(C(=O)Nc1ccccc1)N(C)CCOc1ccccc1 (stereo not drawn)
  A = -13.5	B = 4.7	C = -12.4	D = -1.4	E = 0.6	F = 1.5	G = 30.7	H = 0.0	I = 5.8	J = -1.2
Cc1cccc(OCC(=O)Nc2nc3ccc([N+](=O)[O-])cc3s2)c1C
  A = -8.4	B = 6.7	C = -1.1	D = 0.1	E = -0.9	F = ·	G = 21.4	H = -2.1	I = -0.4	J = -2.0
CN(c1ccccc1)P(=O)(N1CC1)N1CC1
  A = 2.4	B = 7.2	C = -5.7	D = 0.0	E = -0.1	F = 0.7	G = ·	H = ·	I = 9.9	J = ·
O=C(N/N=C/c1ccc2cccnc2c1)c1ccco1
  A = ·	B = 0.5	C = -2.6	D = 0.3	E = -0.2	F = 0.6	G = 16.1	H = -1.6	I = -1.4	J = -0.6
O=C(Nc1cccnc1)c1cc(-c2ccco2)on1
  A = -17.6	B = -7.4	C = -4.5	D = 0.1	E = 0.0	F = ·	G = -14.8	H = 2.8	I = 0.6	J = 5.4
Cc1nc2nc(CSc3ccc(Cl)cc3)cc(=O)n2[nH]1
  A = -6.5	B = 14.2	C = -3.5	D = -0.6	E = 0.1	F = ·	G = 13.5	H = -1.4	I = -5.8	J = -0.2
C=CCN(C(=O)Nc1ccccc1)C1CC(=O)N(c2ccc(OC)cc2)C1=O (stereo not drawn)
  A = -5.3	B = -12.2	C = 0.9	D = -0.4	E = -0.5	F = ·	G = 12.7	H = 1.2	I = -11.8	J = -0.4
O=C(O)C1=C(C(=O)O)C2C=CC1C2
  A = -7.6	B = 27.2	C = 7.1	D = -0.3	E = -0.8	F = 0.2	G = ·	H = ·	I = 1.0	J = i
O=C(NCCCN1CCCC1=O)NC1CCCCC1
  A = -12.2	B = 6.6	C = 2.3	D = 0.0	E = -0.9	F = ·	G = 27.8	H = 4.0	I = 6.9	J = 3.1
O=C(NC1CCN(C(=S)NCc2ccco2)CC1)C12CC3CC(CC(C3)C1)C2
  A = -0.4	B = -12.0	C = -9.0	D = 0.8	E = -0.7	F = ·	G = -14.8	H = -6.4	I = 5.4	J = -1.8
NC(=O)C1CCN(S(=O)(=O)c2cccc(S(=O)(=O)N3CCCCC3)c2)CC1
  A = -9.3	B = 5.7	C = -1.0	D = -0.5	E = -0.1	F = -0.4	G = 19.9	H = 2.9	I = 1.8	J = -0.2
CCOC(=O)c1ccc2[nH]c3ccccc3c2c1
  A = -18.2	B = 0.4	C = -4.9	D = -0.2	E = 3.3	F = 0.6	G = 20.6	H = 1.1	I = 0.7	J = -0.4
CCOc1ccc2c(c1)-c1c(ssc1=S)C(C)(C)N2C(=O)c1ccco1
  A = 76.1	B = 8.7	C = -2.7	D = -0.2	E = -1.2	F = ·	G = 28.6	H = 0.6	I = 11.0	J = i
COC[C@H]1CCCN1c1ccc2c(c1)O[C@H](COCc1ccccc1)CN([C@H](C)c1ccccc1)S2(=O)=O
  A = ·	B = 9.8	C = 4.2	D = -0.1	E = ·	F = 2.4	G = ·	H = ·	I = ·	J = ·
COc1ccc(NC(=O)c2cc(CN3C(=O)c4ccccc4C3=O)ccc2OC)cn1
  A = -12.1	B = 4.8	C = -1.4	D = -0.7	E = 2.3	F = ·	G = -4.0	H = -2.1	I = 6.1	J = 2.3
O=C(O)Cn1cc(/C=C/[N+](=O)[O-])c2ccccc21
  A = -5.6	B = -2.4	C = -1.7	D = -1.3	E = ·	F = -0.8	G = 28.4	H = -0.6	I = -0.5	J = -0.4
CCCc1nc(SCC(=O)Nc2cc(C)on2)c2c(=O)n(C)c(=O)n(C)c2n1
  A = -0.5	B = -3.6	C = 0.7	D = -0.3	E = 2.2	F = 0.7	G = 21.1	H = -1.1	I = 0.2	J = -0.4
CCCn1nnnc1NC(=O)COc1ccc(Cl)cc1C
  A = -6.9	B = 0.8	C = -6.9	D = -0.9	E = 2.4	F = ·	G = -4.5	H = 4.5	I = 4.4	J = i
CNC(=S)N(Cc1ccccc1)Cc1cccnc1
  A = -4.9	B = -4.9	C = -9.8	D = 0.2	E = -1.2	F = 0.1	G = -11.7	H = 7.4	I = -2.8	J = i
CC(C)=CC(=O)Nc1nc2ccc([N+](=O)[O-])cc2s1
  A = 2.0&13.8	B = 14.0	C = -0.8	D = -0.9	E = 0.3	F = ·	G = -10.5	H = 4.3	I = -13.2	J = 2.3
Fc1ccccc1Cn1nnc2c(NCCc3ccccn3)ncnc21
  A = -1.5	B = 19.9	C = -1.6	D = -1.8	E = -1.3	F = ·	G = 22.5	H = -1.5	I = 3.1	J = -1.4
CC(=O)c1ccc2c3c(cccc13)C(=O)N(c1c(C)nn(C)c1C)C2=O
  A = -6.8	B = 18.3	C = -2.9	D = -0.7	E = 0.9	F = ·	G = -6.0	H = -2.5	I = -5.6	J = i
COc1ccc(NC(=O)CSc2ncc(-c3ccc(F)cc3)n2Cc2ccco2)cc1
  A = 5.8	B = 10.1	C = -5.6	D = -0.3	E = -0.5	F = ·	G = 3.3	H = -1.6	I = 36.5	J = 7.7
COC(=O)c1ccc(S(=O)(=O)NCc2ccccn2)n1C
  A = -10.5	B = 2.2	C = 16.3	D = 0.2	E = 0.0	F = -0.5	G = 12.5	H = 0.6	I = -6.9	J = -0.8
Cc1cc(C(=O)OCC(=O)c2ccc(Cl)c([N+](=O)[O-])c2)c2cccc(C)c2n1
  A = -7.7	B = -1.4	C = 0.4	D = 0.1	E = -0.1	F = 0.5	G = -4.7	H = -4.4	I = -0.1	J = -0.1

# Nothing new here: entries from further up.
# Labels used below: A = PriA SSB inh; B = CCHFV vOTU inh; C = Anthrax LF prot; D = BoNT-A LC inh2; E = PfHsp40 rescue; F = TcdB GH inh; G = VHR inh abs; H = 3CLpro inhibitor; I = Yp Topo-I inh; J = Vc quorum ag
CC(=O)c1ccc2c3c(cccc13)C(=O)N(c1c(C)nn(C)c1C)C2=O
  A = -6.8	B = 18.3	C = -2.9	D = -0.7	E = 0.9	F = ·	G = -6.0	H = -2.5	I = -5.6	J = i
COc1ccc(NC(=O)CSc2ncc(-c3ccc(F)cc3)n2Cc2ccco2)cc1
  A = 5.8	B = 10.1	C = -5.6	D = -0.3	E = -0.5	F = ·	G = 3.3	H = -1.6	I = 36.5	J = 7.7
COC(=O)c1ccc(S(=O)(=O)NCc2ccccn2)n1C
  A = -10.5	B = 2.2	C = 16.3	D = 0.2	E = 0.0	F = -0.5	G = 12.5	H = 0.6	I = -6.9	J = -0.8
